p47phox inh – p47phox/p22phox peptide binding inhibitors, primary screen, biochemical, uHTS, NADPH oxidase regulatory subunit. hit rate 0.53% among 220,000. AID 1274, 2008. fluorescence polarization, 2 h. inhibition, % at 24.7 µM. Neutrophil cytosol factor 1 (Homo sapiens), P14598;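 active = inhibition above about 30%, limit read from the data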;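 also: 0% = p47phox with labelled peptide and 100% = labelled peptide alone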
Target sequence (P14598 whole entry, looked up): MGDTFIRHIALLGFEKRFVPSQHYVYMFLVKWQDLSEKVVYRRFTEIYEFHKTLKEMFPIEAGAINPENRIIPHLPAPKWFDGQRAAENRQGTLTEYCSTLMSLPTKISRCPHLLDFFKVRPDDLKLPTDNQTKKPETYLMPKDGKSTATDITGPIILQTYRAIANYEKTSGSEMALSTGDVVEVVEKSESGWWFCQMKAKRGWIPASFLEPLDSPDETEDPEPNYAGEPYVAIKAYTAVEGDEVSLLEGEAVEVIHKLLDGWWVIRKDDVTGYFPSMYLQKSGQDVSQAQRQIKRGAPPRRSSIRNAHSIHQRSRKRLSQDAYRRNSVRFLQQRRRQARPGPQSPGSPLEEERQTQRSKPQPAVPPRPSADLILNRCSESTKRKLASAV
PPC-1+TRAIL kill – compounds killing PPC-1 cancer cells with TRAIL present, primary screen, TRAIL potentiator project, ATPLite luminescence, uHTS; PPC-1 cells + TRAIL, ATPLite viability luminescence; cell killing (% activity), % at 4 µM; hit rate 0.41% among 220,000; AID 1443, 2008;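 active = cell killing above 50% in the first pass at 4 µM, then a duplicate retest at 5 µM averaging 50% or more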;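 also: plate controls were cells with TRAIL plus DMSO for no effect and medium-only wells lacking cells for full effect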
RBBP9 inh – human RBBP9 inhibitors, primary screen, biochemical, fluorescence polarization, FP-Rh probe, HTS. Serine hydrolase RBBP9 (Homo sapiens), O75884. recombinant RBBP9. inhibition, % at 7.94 µM. hit rate 0.2% among 220,000. AID 1515, 2009;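 active = inhibition above the campaign mean of all tested compounds plus 3 SD, cut at about 14% in these data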;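 also: plate controls were DMSO wells with RBBP9 for no effect and wells lacking RBBP9 protein for full effect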
Target sequence (O75884 whole entry, looked up): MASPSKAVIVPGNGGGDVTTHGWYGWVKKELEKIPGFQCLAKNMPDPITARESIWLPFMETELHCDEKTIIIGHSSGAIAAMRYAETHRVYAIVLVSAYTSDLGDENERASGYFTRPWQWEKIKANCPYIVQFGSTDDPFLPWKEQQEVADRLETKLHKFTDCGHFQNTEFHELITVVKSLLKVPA
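Test system – recombinant human RBBP9 · Input – RBBP9 2.5 µM in dispensing solution, pre-mixing · Medium – Tris buffer pH 8.0, NaCl, Pluronic · Schedule – preincubation 30 min plus labeling 45 min at 25 °C · Measured by – fluorescence polarization · Measure – % inhibition · Controls – DMSO and no-protein wells · Replicates – one well per compound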
Tb hexokinase – Trypanosoma brucei hexokinase 1 inhibitors, primary screen, biochemical, G6PDH-coupled NADH absorbance, MLSCN library; recombinant TbHK1, G6PDH-coupled NADH A340; hit rate 0.11% among 220,000; hexokinase 1 [Trypanosoma brucei]; inhibition, % at 10 µM;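 active = inhibition of 50% or more in the single-dose primary screen; inactive = inhibition below 50%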
p97 inhibitor – inhibitors of human p97 ATPase, primary screen, biochemical; hit rate 0.42% among 220,000; recombinant p97 ATPase, Kinase-Glo ATP luminescence, 3 h; inhibition, % at 8 µM; in the data active = inhibition above about 15%;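 also: 0% = DMSO vehicle and 100% = wells lacking enzyme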
PGE2 EP2 inh – human EP2 receptor antagonists, primary screen, TR-FRET cAMP, C6 glioma cells. hit rate 0.52% among 260,000. Prostaglandin E2 receptor EP2 subtype (Homo sapiens), P43116. inhibition, % at 25 µM. C6 glioma cells expressing human EP2; cells stimulated with saturating PGE2;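 active = percent inhibition above 40 after rounding to a whole number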;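 also: rat C6 glioma host cells with rolipram phosphodiesterase inhibitor present; the protocol text gives 20 µM as final concentration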
Furin inh – human furin inhibitors, primary screen, biochemical, fluorescence intensity; purified furin, fluorogenic substrate cleavage; inhibition, % at 30 µM; hit rate 0.061% among 220,000; in the data active = inhibition above about 25%; also: inactives centre near -15
Ba/F3 V617F tox – reduced viability of JAK2V617F-dependent Ba/F3 cells, primary screen, JAK2V617F inhibitor project, cell-based, Ba/F3 EpoR-JAK2V617F, luminescence; ATP luminescence; inhibition, % at 5.6 µM; hit rate 1.1% among 220,000; AID 1446, 2008;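 active = inhibition above the campaign mean plus 3 SD over all tested compounds, cut at about 24% in these data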;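 also: cytokine-independent growth of Ba/F3 cells driven by EpoR plus mutant JAK2; 0% = DMSO-treated cells and 100% = JAK inhibitor I control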
BaF3 parental – parental Ba/F3 cell viability inhibition, counter-screen for JAK2V617F inhibitor project, murine pro-B, CellTiter-Glo luminescence; CellTiter-Glo ATP luminescence; inhibition, % at 5.6 µM; hit rate 1.1% among 220,000;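 active = inhibition above a per-campaign cutoff, the mean inhibition of all tested compounds plus 3 SD, cut at about 27% in these data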;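 also: 0% = DMSO wells and 100% = JAK Inhibitor I control wells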
Active calls of the source: *; · = no result given; & = joins results of further samples; [ ] = remark or other dose.

SMILES	p47phox inh	PPC-1+TRAIL kill	RBBP9 inh	Tb hexokinase	p97 inhibitor	PGE2 EP2 inh	Furin inh	Ba/F3 V617F tox	BaF3 parental
Cc1ccc(C(=O)O)cc1NC(=S)NC(=O)c1ccc([N+](=O)[O-])cc1Cl	-1	18	0	2	6	1	-18	-3	4
NC(=O)COC(=O)CC12CC3CC(CC(Br)(C3)C1)C2	-14	4	-4	-2	1	2	-14	0	14
CCCCC1CCC(c2ccc(C(N)=O)cc2)CC1 (stereo unspecified)	-14	9	-7	1	0	4	-12	4	10
CCc1c(C)sc(NC(=O)c2cc(-c3ccc(O)cc3)on2)c1C#N	-24	6	-2	-16	3	8	-7	0	8
CC(=O)c1ccc(NC(=O)C(C)N2CCN(C/C=C/c3ccccc3)CC2)cc1 (stereo unspecified)	-14	-32	0	-5	4	5	-16	2	6
COc1ccc(C2(O)CC3CCC(C2)N3c2nc(C)cc(C)c2C#N)cc1 (stereo unspecified)	-15	13	-6	-2	-2	14&6	-26	1	2
COc1ccc(C(=O)Oc2ccc3c(c2)OCO3)cc1OC	-14	34	1	5	-4	3	-17	6	3
O=C(O)c1ccc(N2CC3CC(C2)c2cccc(=O)n2C3)c(NS(=O)(=O)c2cccc(C(F)(F)F)c2)c1 (stereo unspecified)	1	-18	0	1	2	2	-20	-1	7
Cc1ccc(NC(=O)C2CCCN(S(=O)(=O)c3c(C)noc3C)C2)cc1F (stereo unspecified)	-1	11	-13	1	-2	15	-28	4	2
O=C(Cn1cc(/C=N/NC(=O)c2cccc3ccccc23)c2ccccc21)Nc1ccc(F)cc1	-23	2	-3	-40	13	5	-10	-5	4
C=C(C)COc1ccc(-c2nc(N)ncc2Oc2ccccc2OCC)c(O)c1	-13	-9	-3	2	1	18	-14[20 µM]	1	4
CC(C)(C)c1nc2ccccc2c(=O)n1N1C(=O)c2ccccc2C1=O	-11	24	-12	0	-5	12	-16[20 µM]	1	6
CCOC(=O)CNC(=O)c1cccs1	-4	15	-5	-4	1	11	-23[20 µM]	-2	4
N#Cc1ccc(NC(=O)N2CCC(c3nc4c(nnn4Cc4cccc(Cl)c4)c(=O)[nH]3)CC2)cc1	-15	12	-4	3	7	4	-7	0	5
CS(=O)(=O)c1ccccc1C(=O)Nc1nc2ccccc2[nH]1	0	-1	-4	0	11	108*	-23	-5	-2
COc1cc(C=O)ccc1OCCCOc1ccccc1[N+](=O)[O-]	-8	22	1	-4	4	2	-5	-4	2
O=C(CN1CCOCC1)Nc1cc(C(F)(F)F)ccc1Cl	-5	15	2	1	2	6	-6	-2	4
Cc1c(-n2c(-c3ccccc3Cl)n[nH]c2=S)c(=O)n(-c2ccccc2)n1C	0	34	-2	11	2	-1	-25	3	6
O=C1C=C(Nc2ccc(Cl)cc2)CC(c2ccc(Cl)cc2)C1 (stereo unspecified)	-5	·	-14	4	-5	6	-6[20 µM]	4	5
COc1ccc(C2CC(c3ccc(OC)cc3)n3nc(N)nc3N2)cc1 (stereo unspecified)	·	11	-3	2	1	11	-24	-1	6

As entered above:
N#Cc1ccc(NC(=O)N2CCC(c3nc4c(nnn4Cc4cccc(Cl)c4)c(=O)[nH]3)CC2)cc1 in Ba/F3 V617F tox: 0
O=C1C=C(Nc2ccc(Cl)cc2)CC(c2ccc(Cl)cc2)C1 (stereo unspecified) in PGE2 EP2 inh: 6
Cc1c(-n2c(-c3ccccc3Cl)n[nH]c2=S)c(=O)n(-c2ccccc2)n1C in Furin inh: -25
C=C(C)COc1ccc(-c2nc(N)ncc2Oc2ccccc2OCC)c(O)c1 in BaF3 parental: 4
Cc1ccc(C(=O)O)cc1NC(=S)NC(=O)c1ccc([N+](=O)[O-])cc1Cl in PGE2 EP2 inh: 1
COc1ccc(C2(O)CC3CCC(C2)N3c2nc(C)cc(C)c2C#N)cc1 (stereo unspecified) in PGE2 EP2 inh: 14&6

(cont.)
SMILES	p47phox inh	PPC-1+TRAIL kill	RBBP9 inh	Tb hexokinase	p97 inhibitor	PGE2 EP2 inh	Furin inh	Ba/F3 V617F tox	BaF3 parental
O=c1cc(N2CCc3ccccc32)[nH]c(=O)n1-c1ccccc1	-7	20	-1	5	4	5	-7[20 µM]	3	9
COC(=O)C1CSC(c2ccc(Cl)cc2)N1C(=O)c1ccccc1 (stereo unspecified)	-14	19	-5	1	1	6	-23	-2	2
CCn1c(/N=C/c2ccccc2NS(=O)(=O)c2ccc(C)cc2)nc2ccccc21	-5	8	-1	-2	2	9	0	0	5
S=c1nc[nH]c2c1ncn2C1CCCC1	-8	12	-5	-18	9	4	-24	-5	3
Cc1ccc(COc2ccccc2C(=S)N2CCCC2)cc1	-7	15	7	-5	-1	11	-11	1	5
CCOC(=O)c1[nH]c2ccccc2c1NC(=O)CCN1CCN(C(=O)OCC)CC1	·	14	-4	-4	1	15	-20[20 µM]	-3	3
N#Cc1c(-c2cccs2)cc(-c2cccs2)[nH]c1=O	-21	11	-4	-18	16*	28	-14	-3	-2
CCC(C)NS(=O)(=O)c1ccc(OCC(=O)Nc2ccc3c(c2)OCCO3)cc1 (stereo unspecified)	-15	27	-7	-5	-4	1	-17[20 µM]	-2	0

In another format: results already given.
| canonical_smiles | p47phox inh | PPC-1+TRAIL kill | RBBP9 inh | Tb hexokinase | p97 inhibitor | PGE2 EP2 inh | Furin inh | Ba/F3 V617F tox | BaF3 parental |
| --- | --- | --- | --- | --- | --- | --- | --- | --- | --- |
| NC(=O)COC(=O)CC12CC3CC(CC(Br)(C3)C1)C2 | -14 | 4 | -4 | -2 | 1 | 2 | -14 | 0 | 14 |
| Cc1ccc(NC(=O)C2CCCN(S(=O)(=O)c3c(C)noc3C)C2)cc1F (stereo unspecified) | -1 | 11 | -13 | 1 | -2 | 15 | -28 | 4 | 2 |

From PubChem

A portion of the library; count on the stated rates, not on these rows.
